D3 ag = qHTS of D3 Dopamine Receptor Agonist: qHTS | max activation, % | hit rate 0.58% among 410,000 | D3R DiscoveRx beta-arrestin cells, luminescence, 90 min | D(3) dopamine receptor (Homo sapiens), P35462; in the data active means max activation above about 30%; further: 0% is about no effect; mostly tested at two doses, the higher about 12 µM
Target sequence (P35462 whole entry, looked up): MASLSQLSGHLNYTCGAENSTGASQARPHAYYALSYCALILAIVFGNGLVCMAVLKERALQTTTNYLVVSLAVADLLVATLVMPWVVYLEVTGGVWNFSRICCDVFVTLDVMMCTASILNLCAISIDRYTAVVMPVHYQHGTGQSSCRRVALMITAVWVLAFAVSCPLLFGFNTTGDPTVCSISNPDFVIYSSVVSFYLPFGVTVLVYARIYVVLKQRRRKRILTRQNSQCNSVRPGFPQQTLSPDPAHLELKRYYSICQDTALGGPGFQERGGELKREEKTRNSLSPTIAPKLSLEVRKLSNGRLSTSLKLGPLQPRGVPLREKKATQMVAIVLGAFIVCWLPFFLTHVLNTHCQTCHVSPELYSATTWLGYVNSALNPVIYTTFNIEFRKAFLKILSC
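Cells at 1500/well, incubated overnight, then treated with pinned compounds (dopamine as control) for 90 min at 37 degrees C. DiscoveRx reagent added for 30 - 60 minutes at room temperature; luminescence read.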
PTHR1 ag = qHTS for PTHR1 Agonists: Primary Screen. Parathyroid hormone/parathyroid hormone-related peptide receptor (Homo sapiens), Q03431. Potency, µM (titrated, usually from 115 µM), inactives show top-dose activation, hits mostly activators. HEK293 GP2 PTHR1 cells, GloSensor cAMP luminescence, 1 h. hit rate 0.075% among 410,000; active means well fitted activation curve with a large enough effect; inconclusive means small, poorly fitted or top-dose-only effect, or another doubt; inactive means no such curve, though single readings can be large or run the other way; further: potency means the concentration at half of the fitted maximal effect; nearly all actives have a fitted effect of over 55% in size; some results filed as inactive show a strong effect at the top dose; inactives centre near -15; many of its hits are not listed in these tables
Target sequence (Q03431 whole entry, looked up): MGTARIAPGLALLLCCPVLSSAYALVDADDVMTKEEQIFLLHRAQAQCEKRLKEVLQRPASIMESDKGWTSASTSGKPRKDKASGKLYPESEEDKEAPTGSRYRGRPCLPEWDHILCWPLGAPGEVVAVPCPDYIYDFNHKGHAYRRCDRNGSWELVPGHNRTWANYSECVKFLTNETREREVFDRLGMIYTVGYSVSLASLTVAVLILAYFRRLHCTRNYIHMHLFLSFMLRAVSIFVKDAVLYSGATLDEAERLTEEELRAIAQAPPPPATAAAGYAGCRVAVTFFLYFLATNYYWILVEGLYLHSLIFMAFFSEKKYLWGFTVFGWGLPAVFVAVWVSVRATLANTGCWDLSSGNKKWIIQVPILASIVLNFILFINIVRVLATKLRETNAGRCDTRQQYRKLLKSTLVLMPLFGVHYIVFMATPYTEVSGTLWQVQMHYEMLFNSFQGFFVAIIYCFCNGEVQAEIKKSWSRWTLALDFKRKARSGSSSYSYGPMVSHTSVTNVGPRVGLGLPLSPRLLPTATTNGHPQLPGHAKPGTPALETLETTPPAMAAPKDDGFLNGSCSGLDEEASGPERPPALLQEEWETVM
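HEK-293-derived GP2 cells expressing PTHR1 and a GloSensor cAMP reporter, 3,000/well, plated overnight, given luciferin plus IBMX (each 0.5 mM as added) for 1 h at 37 °C, then compound for 1 h at 37 °C. Luminescence was read after 15 min at room temperature.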
* marks the source's active call; other numbers are inactive results; i = inactive; ? = inconclusive; [ ] = remark or other dose. These rows are one share of the data (hit frequency here may not be typical).

SMILES | D3 ag | PTHR1 ag
Cc1nn(C)c2c1c(C(F)(F)F)cc(=O)n2CC(=O)NCCC(C)C | 4.0 | i
Cc1ccc(NC(=O)c2cnc3cc(C)ccn3c2=O)c(C)c1 | -0.1 | -8.0%
CCOC(=O)c1ccc(NC(=O)C(Cc2ccccc2)N2Cc3ccccc3C2=O)cc1 (stereo unspecified) | -12.9 | -5.2%
COc1cc(Cl)c(C)cc1NC(c1ccccc1)c1nnc(-c2ccccc2Cl)o1 (stereo unspecified) | -14.3 | i
CC1CCCCN1c1nc(-c2ccc(C(C)(C)C)cc2)nc2ccccc12 (stereo unspecified) | 3.3 | -14.7%
CCOCCc1nn2c(=O)cc(COC(=O)c3ccc4c(c3)OCO4)nc2s1 | 4.9 | i
Cc1ccc(CNC(=O)C2CCCN(S(=O)(=O)c3cccc4nsnc34)C2)cc1 (stereo unspecified) | -7.6 | -31.9%[inhibitor]
CC(C)N1CCc2nc(SCC(=O)Nc3cccc(F)c3)[nH]c(=O)c2C1 | 1.6 | -4.6%
CCC(=O)Nc1ccc(C)cc1-c1nc2ccccc2n(C(C)C(=O)Nc2ccccc2CC)c1=O (stereo unspecified) | -15.0 | -24.8%
Cc1ccc(-n2ncc(C(=O)NCc3cccs3)c2C2CCN(C(=O)OC(C)(C)C)CC2)c(C)c1 | 1.8 | i
N#Cc1ccc(NC(=O)c2cc(-c3cccc(Cl)c3)on2)cc1 | -9.2 | i
O=C(Cn1c(-c2cccs2)cc2cc(F)ccc21)NCCCN1CCN(c2ccc(F)cc2)CC1 | 0.7 | i
COc1ccc(-n2c(C)nc3cc(C(=O)NC4CCCC4)ccc32)cc1 | -9.1 | -9.0%
CCN(CC)S(=O)(=O)c1ccc(C(=O)Nc2nc3ccc(Cl)cc3s2)cc1 | 7.5 | i
O=C(NCCn1cc(SCc2ccc(C(F)(F)F)cc2)c2ccccc21)c1ccccc1F | 2.6 | -38.3%[inhibitor]
Cc1nc(-c2ccccc2)sc1-c1ccc(SCC(=O)NCc2ccc(Cl)cc2)nn1 | 2.6 | -35.8%[inhibitor]
COc1cc2c(cc1OC)n(CC(=O)c1ccc(F)cc1)c(=O)n1nc(CCn3nc(C)cc3C)nc21 | -3.9 | i
COc1ccc(Cn2ccc3nc(C)c(C(=O)Nc4ccc(OC)c(OC)c4)cc3c2=O)cc1 | 0.4 | i
O=C(CC1N=C2c3ccccc3N=C(SCc3ccccc3Cl)N2C1=O)NCc1cccs1 (stereo unspecified) | -1.8 | i
COc1ccc(-c2nsc(NC(=O)c3oc4cc(C)c(C)cc4c3C)n2)cc1 | -7.7 | ?
Cn1nc(C(=O)Nc2ccccc2C#N)c2c1-c1ccccc1SC2 | 6.7 | i
Cc1ccc(CNC(=O)C(=O)NCC(c2ccco2)S(=O)(=O)c2cccs2)cc1 (stereo unspecified) | -0.9 | -4.4%
CCC1CCCCN1S(=O)(=O)c1ccc(NC(=O)c2cc(=O)c3c(C)cc(C)cc3o2)cc1 (stereo unspecified) | 3.0 | -42.8%[inhibitor]
O=C(CSc1nc2c([nH]c3ccccc32)c(=O)n1-c1ccc(Cl)cc1)N1CCCCCC1 | 0.6 | -24.5%
CCOc1ccccc1Nc1nc2c(S(=O)(=O)c3ccc(C)cc3)nnn2c2ccsc12 | 8.1 | -8.0%

Additional records follow.
SMILES | D3 ag | PTHR1 ag
O=C(Cc1ccc(F)cc1)NCCc1csc(-c2ccc(C(F)(F)F)cc2)n1 | -11.0 | -21.9%
COc1ccc(S(=O)(=O)NCC(c2cccs2)S(=O)(=O)c2ccccc2)cc1OC (stereo unspecified) | 0.8 | -14.6%
Cc1ccc(C)n1-c1nnc(N2CCCC(C(=O)NCc3ccc(Cl)cc3)C2)s1 (stereo unspecified) | -4.3 | -70.5%[inhibitor]
Cc1ccc(C)c(N2CCN(C(=O)C3CCN(c4nc5ccc(C)cc5[nH]4)CC3)CC2)c1 | -3.7 | -6.0%
Cc1c(C(=O)Nc2ccc(F)c(Cl)c2)oc2ccc(S(=O)(=O)N(C)C3CCCCC3)cc12 | -12.2 | 13.3%
CN(C)c1ccc(NC(=O)CSc2nc(-c3ccco3)cc(C(F)(F)F)n2)cc1 | 6.1 | -38.9%
CNc1c(NC(=O)c2cc(OC)cc(OC)c2)c(=O)oc2ccccc12 | 5.5 | i
COc1ccc(-c2cc(C(=O)Nc3sc4c(c3C#N)CCCC4)no2)cc1OC | 5.6 | i
COc1ccc(Cn2c(SCc3ccc(C(=O)NC4CCCCC4)cc3)nc3cccnc32)cc1 | -18.3 | -23.8%
CCc1ccc(NC(=O)CNC(=O)Cn2c(C)cc3ccccc3c2=O)cc1 | 6.2 | ?
Cc1ccc(C)c(Cn2cnc3c(cnn3-c3ccc(F)cc3)c2=O)c1 | 9.7 | -20.0%
Cc1ccccc1NC(=O)CSc1nc(-c2ccc(F)cc2)c2cccc(C)c2n1 | -18.2 | -14.0%
COc1ccccc1CNS(=O)(=O)c1ccc2c(c1)CC(C)N2C(C)=O (stereo unspecified) | 1.1 | -38.8%[inhibitor]
Cc1ccc(N2CCN(c3nc4ccc(C)cc4n4nnnc34)CC2)c(C)c1 | 6.8 | -12.5%
O=C(CCC(=O)OCC(=O)c1ccc(Cl)cc1)Nc1ccc(Oc2ccccc2)cc1 | -5.2 | i
Cc1cn2c(=O)cc(COc3cccc(NC(=O)c4ccccc4Cl)c3)nc2s1 | -5.6 | -6.9%
COc1ccccc1C1Nc2ccccc2-n2c(-c3ccccc3)c3c(=O)n(C)c(=O)n(C)c3c21 (stereo unspecified) | -0.1 | -9.9%
CCCc1nn2c(C)c(-c3ccccc3)nc2s1 | -20.0 | i
Cc1c(Cl)cccc1-c1ccc(C(=O)Nc2ccc3oc(-c4cccnc4)nc3c2)o1 | -1.5 | -15.1%
CCOc1ccc(CCNC(=O)c2ccc(-c3nc(CSc4ccc(C)cc4)c(C)o3)cc2)cc1 | 7.1 | -46.9%[inhibitor]
COc1ccccc1Nc1c2c(nc3ccc(NC(=O)c4cccc(F)c4)cc13)CCCC2 | -16.9 | -91.2%[inhibitor]
COc1cc(-c2noc(-c3cc(C(C)C)[nH]n3)n2)cc(OC)c1OC | 4.8 | i
O=C(CSc1ncc(-c2ccc(Cl)cc2)[nH]1)Nc1ccccc1F | 5.7 | i
Cc1ccc(C)c(N2CCN(C(=O)c3cc4c(=O)n(Cc5ccco5)ccc4nc3C)CC2)c1 | -3.6 | -0.2%
Cc1cccc(NC(=O)N2CCC(CN3CCOCC3)CC2)c1C | -13.7 | ?

The last 6 records of the part before are carried over, then new ones follow.
SMILES | D3 ag | PTHR1 ag
CCOc1ccc(CCNC(=O)c2ccc(-c3nc(CSc4ccc(C)cc4)c(C)o3)cc2)cc1 | 7.1 | -46.9%[inhibitor]
COc1ccccc1Nc1c2c(nc3ccc(NC(=O)c4cccc(F)c4)cc13)CCCC2 | -16.9 | -91.2%[inhibitor]
COc1cc(-c2noc(-c3cc(C(C)C)[nH]n3)n2)cc(OC)c1OC | 4.8 | i
O=C(CSc1ncc(-c2ccc(Cl)cc2)[nH]1)Nc1ccccc1F | 5.7 | i
Cc1ccc(C)c(N2CCN(C(=O)c3cc4c(=O)n(Cc5ccco5)ccc4nc3C)CC2)c1 | -3.6 | -0.2%
Cc1cccc(NC(=O)N2CCC(CN3CCOCC3)CC2)c1C | -13.7 | ?
Cc1ccc2c(=O)c(C(=O)c3ccc(Cl)cc3)cn(CC(=O)Nc3ccc4c(c3)OCCO4)c2n1 | 4.3 | i
CCc1ccc(NC(=O)N(Cc2c[nH]c3ccccc23)C2CCCCCC2)cc1 | -4.0 | i
Cc1nn(-c2ccc(N3CCOCC3)nn2)c(C)c1CCC(=O)NCc1ccc(Cl)cc1 | -3.0 | 7.3%
Cc1nc(-c2ccc(S(=O)(=O)N3CCN(c4cccc(Cl)c4)CC3)cc2)co1 | -1.9 | i
CCc1ccc(Nc2nnc(-n3nc(C)cc3C)c3ccccc23)cc1 | -3.1 | 20.2%
COc1cccc(Cn2c(=O)n(CC3CCC(C(=O)N4CCCCC4)CC3)c(=O)c3sccc32)c1 (stereo unspecified) | 8.5 | -90.0%[inhibitor]
Cc1nc2ccccc2n1CCc1nc2c3ccccc3nc(SCc3cccc(F)c3)n2n1 | 5.3 | -8.1%
COc1ccc(-c2cc(C(F)(F)F)n3nc(C(=O)OC(C)C)cc3n2)cc1 | 5.9 | i
COc1cc(OC)c(NC(=O)N2CCC(CN3CCCC3)CC2)cc1Cl | -15.5 | i
CC(C)(C)c1ccc(C(=O)N2CCN(Cc3cc(=O)n4nc(-c5ccccc5F)sc4n3)CC2)cc1 | -2.9 | i
C=Cc1ccc(CN2C(=O)c3ccccc3Sc3ccc(C(=O)OCc4ccco4)cc32)cc1 | -0.8 | i
CC1=C(C(=O)Nc2ccc(C)cc2C)C(c2ccccc2F)n2nc(SCC(=O)c3ccc(C)cc3)nc2N1 (stereo unspecified) | -7.0 | i
O=C1C(c2ccc(F)cc2)N(CCc2ccccc2)C(=O)CN1C1CCCCC1 (stereo unspecified) | -10.8 | ?
O=C(CCNS(=O)(=O)c1ccc2c(c1)CCN2C(=O)C1CC1)N1CCN(c2ccc(F)cc2)CC1 | -11.0 | -77.7%[inhibitor]
COc1cccc(NC(=O)N(Cc2c[nH]c3ccccc23)C2CCCCCC2)c1 | -2.9 | -9.4%
CC(=O)c1cccc(NC(=O)CCCN2C(=O)COc3ccc(C)cc32)c1 | 0.1 | i
Cc1cn2c(=O)c(S(=O)(=O)Nc3ccc(F)cc3F)c(C)nc2s1 | 2.5 | i
COc1cccc(C(=O)NCCc2csc3nc(-c4ccccc4F)nn23)c1OC | 8.2 | -67.2%
CCCCc1ccc(C(=O)N/C(=C\c2ccc(C)cc2)C(=O)NC2CCCCC2)cc1 | -11.1 | i
Cc1ccc(S(=O)(=O)N(CCc2ccccc2)CC(=O)Nc2ccccc2C)cc1 | -16.8 | -13.7%
Cc1ccc(NC(=O)CSc2nnc3nc(C)cc(C)n23)cc1 | 3.3 | -25.4%
COc1ccc(-c2nc(CCNC(=O)Cc3ccc(F)cc3)cs2)cc1 | -17.5 | -71.2%[inhibitor]
COc1ccc(S(=O)(=O)N2CCN(Cc3nc4ccc(C)cc4o3)CC2)cc1Cl | -21.1 | -15.2%
O=c1c2oc3ccccc3c2n(Cc2ccccc2)c(=O)n1Cc1ccco1 | -9.4 | -18.2%
COc1ccc2c(CNCc3ccco3)c(C(=O)O)n(Cc3ccc(F)cc3Cl)c2c1 | -21.9 | i

Next section (3 carried over from the part before).
SMILES | D3 ag | PTHR1 ag
COc1ccc(S(=O)(=O)N2CCN(Cc3nc4ccc(C)cc4o3)CC2)cc1Cl | -21.1 | -15.2%
O=c1c2oc3ccccc3c2n(Cc2ccccc2)c(=O)n1Cc1ccco1 | -9.4 | -18.2%
COc1ccc2c(CNCc3ccco3)c(C(=O)O)n(Cc3ccc(F)cc3Cl)c2c1 | -21.9 | i
CCc1cccc(C)c1NC(=O)c1ccc2c(c1)CCN2S(=O)(=O)CC | -4.2 | i
COc1cc(OC)c(Nc2nc3ccccc3c3nncn23)cc1Cl | -11.2 | 10.6%
CC1=C(C(=O)Nc2ccccc2C)C(c2cccs2)n2nc(SCc3cc(C)ccc3C)nc2N1 (stereo unspecified) | -1.0 | i
COc1ccc(CNc2oc(-c3ccc(COc4ccc(OC)cc4)o3)nc2C#N)cc1 | -3.0 | i
CCCS(=O)(=O)NCCc1csc2nc(-c3ccc(C)cc3)nn12 | -2.0 | -91.8%[inhibitor]
Cc1ccc(-n2nc(C(=O)N3CCN(c4ccccc4F)CC3)c3c4ccccc4n(C)c3c2=O)cc1 | 9.4 | i
CCOc1cc(C#N)c(NC(=O)c2ccc(OC)c(S(=O)(=O)N3CCN(c4ccccc4)CC3)c2)cc1OCC | -16.2 | -9.4%
Cc1ccc(CSc2nc3ccncc3n2Cc2nc(-c3ccc(Cl)cc3)oc2C)cc1 | -4.3 | i
COc1cc(-c2nnc(SCCOc3cc(C)cc(C)c3)o2)cc(OC)c1OC | 4.2 | -4.1%
Cc1ccc(NC2(c3ccccc3)C(=O)c3ccccc3C2=O)cc1F | -1.3 | -5.2%
Cc1c(NC(=O)Nc2ccc(Cl)c(C(F)(F)F)c2)c(=O)n(-c2ccccc2)n1C | -11.0 | -23.0%
CC(C)(C)OC(=O)N1CCC(c2c(C(=O)N3CCN(c4ccccc4F)CC3)cnn2-c2ccccc2Cl)CC1 | 0.4 | i
CCOC(=O)c1c(-c2ccccc2)oc2ccc(NS(=O)(=O)c3ccc(C)cc3C)cc12 | 4.0 | -15.3%
Cc1c(Cl)cccc1-n1ncc(C(=O)N2CCc3ccccc3C2)c1C1CCN(C(=O)OC(C)(C)C)CC1 | 8.1 | -6.6%
COc1cccc2c1Oc1ncccc1N(c1ccc(C(=O)NCc3ccccc3Cl)s1)C2 | 5.8 | -9.9%
O=C(Nc1ccc(C(=O)OCc2cc(=O)n3nc(C4CC4)sc3n2)cc1)c1cccc(F)c1 | -8.6 | -13.1%
Cc1ccc2c(c1)-c1cc(C)nn1C(c1cc(Br)ccc1O)N2 (stereo unspecified) | -20.2 | -1.5%
CCOC(=O)CC(=O)CSc1nc2ccccc2c(=O)n1CCc1ccc(S(N)(=O)=O)cc1 | 7.1 | -11.9%

High-throughput results as filed in PubChem.
